Source: PubChem (several laboratories)
FXIIa inh 1536: factor XIIa (human) inhibition. P00748. purified FXIIa, Boc-QGR-AMC fluorogenic substrate, 2 h. inhibition, % at 5 µM. 0.3% of 220,000 active. AID 800; in the data active means inhibition above about 40%;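 further: 0% = enzyme with no compound and 100% = blank without enzyme; many of its hits are not listed in these tables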
Target sequence (P00748 20-372 limits assumed): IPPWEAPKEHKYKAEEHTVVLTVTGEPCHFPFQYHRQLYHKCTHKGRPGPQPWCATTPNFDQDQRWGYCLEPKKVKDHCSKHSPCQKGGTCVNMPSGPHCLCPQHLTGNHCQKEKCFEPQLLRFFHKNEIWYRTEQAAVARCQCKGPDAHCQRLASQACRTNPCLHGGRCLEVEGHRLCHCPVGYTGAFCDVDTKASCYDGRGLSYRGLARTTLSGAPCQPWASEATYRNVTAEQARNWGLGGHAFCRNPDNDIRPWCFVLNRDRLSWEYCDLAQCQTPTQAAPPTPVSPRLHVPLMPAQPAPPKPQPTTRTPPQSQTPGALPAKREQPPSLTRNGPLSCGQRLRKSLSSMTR
Target sequence (P00748 373-615 limits assumed): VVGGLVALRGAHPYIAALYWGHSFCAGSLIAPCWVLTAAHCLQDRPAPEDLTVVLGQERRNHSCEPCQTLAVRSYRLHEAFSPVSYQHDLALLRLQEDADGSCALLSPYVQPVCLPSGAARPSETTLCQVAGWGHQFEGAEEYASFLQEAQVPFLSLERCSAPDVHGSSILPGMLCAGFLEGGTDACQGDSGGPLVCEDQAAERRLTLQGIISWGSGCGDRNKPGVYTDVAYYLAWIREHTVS
hK5 inh: blocks human kallikrein 5 protease activity; Q9Y337; inhibition, % at 5 µM; 0.59% of 210,000 active; recombinant hK5, fluorogenic AMC substrate cleavage;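 active means inhibition of 40% or more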;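 further: 0% = enzyme controls without compound and 100% = no-enzyme blanks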
FXIa inh: inhibitors of human coagulation factor XIa. purified FXIa, Boc-Glu-Ala-Arg-AMC fluorogenic substrate. inhibition, % at 5 µM. P03951. 0.14% of 220,000 active. AID 798;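 active means inhibition of at least 40%; inactive means inhibition below 40%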;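 further: fluorescence of freed AMC excited at 355 nm; 0% = enzyme without compound and 100% = no enzyme blank; many of its hits are not listed in these tables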
Thrombin inh: blocks human thrombin protease activity; inhibition, % at 5 µM; P00734; alpha-thrombin, Boc-VPR-AMC fluorogenic substrate cleavage; 0.26% of 220,000 active;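 active means inhibition at or above 40%; inactive means inhibition below 40%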;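 further: 0% = enzyme with no compound and 100% = wells without enzyme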
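System: Human alpha-thrombin protein | Medium: pH 7.5 Tris (50 mM) with NaCl 150 mM, Tween 20 0.05% | Times: Enzyme reaction carried out at room temperature | Detection: AMC fluorescence, 355/460 nm | Evaluation: Percent inhibition scaled between no-compound controls and no-enzyme blanks | Benchmarks: Enzyme without compound as high, wells lacking enzyme as low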
KCC2 mod: modulators of human KCC2 chloride dependent transport | B-score of Tl+ flux slope (higher = more flux/activation; lower = inhibition) at 10 µM | 2.2% of 190,000 active | KCC2 cells, thallium flux FluoZin-2 fluorescence | Q9H2X9;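 active means thallium flux slope and its plate-corrected score both differing from the plate sample mean at a set confidence after two filtering rounds, in either direction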;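 further: slope of fluorescence scaled to starting intensity during 10 to 20 s after thallium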
TNF necrop inh: blocks TNF-alpha induced death of Jurkat FADD-/- cells. activation (protection from cell death), % at 10 µM. 0.068% of 220,000 active. Jurkat FADD-/- TNF necroptosis rescue, ATP luminescence, 24 h; 0 = TNF only, 100 = no-TNF cells;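 active means activation, meaning protection from cell death, of at least 50% relative to plate controls; inactive means activation below 50%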;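 further: necroptosis triggered by 40 ng/mL TNF-alpha added together with compound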
L929 necroptosis: blocks zVAD induced death of L929 cells | L929 zVAD necroptosis rescue, ATP luminescence, 24 h; with zVAD 60 µM | viability rescue, % at 10 µM | 0.38% of 220,000 active;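 active means activation, scaled between plate controls, above about 75%, limit read from the data; inactive means activation under that limit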;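 further: 0% = zVAD with DMSO and 100% = DMSO alone without zVAD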
Hck Nef HTS: human Hck-Nef kinase inhibition; P08631; Recombinant Hck-YEEI plus Nef, Z-Lyte FRET kinase assay; inhibition, % at 20 µM; 0.68% of 220,000 active; AID 463187;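 active means Hck-Nef kinase inhibition above about 50%, limit read from the data; inactive means inhibition below that limit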;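 further: 0% = DMSO with Hck plus Nef and 100% = Hck alone without Nef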
Rad51 HR inh: Rad51 (human) homologous recombination inhibition; Q06609; hRad51 DNA strand exchange, fluorescence dequenching; inhibition, % at 10 µM; 0.085% of 200,000 active; AID 1385;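 active means inhibition above 40% at the single screening dose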;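 further: 0% = DMSO control wells and 100% = blanks with heterologous ssDNA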
Target sequence (Q06609 whole entry, looked up): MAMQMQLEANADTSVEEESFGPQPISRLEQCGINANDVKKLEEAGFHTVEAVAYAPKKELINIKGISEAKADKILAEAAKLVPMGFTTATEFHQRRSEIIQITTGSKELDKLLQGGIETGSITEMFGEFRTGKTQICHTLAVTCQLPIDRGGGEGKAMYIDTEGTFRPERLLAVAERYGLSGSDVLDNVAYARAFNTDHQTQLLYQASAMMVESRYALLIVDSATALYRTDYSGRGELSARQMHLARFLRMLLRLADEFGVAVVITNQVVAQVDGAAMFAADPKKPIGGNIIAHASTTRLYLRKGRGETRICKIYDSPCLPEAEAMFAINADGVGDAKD
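Material: hRad51 filaments on single-stranded DNA; Reagent: Donor/quencher-labelled 47-bp dsDNA substrate; Compound: 10 µM final, single point; Schedule: 37 °C 15-min filament assembly, 30-min compound preincubation, 15-min exchange; Technique: FRET fluorescence, excitation 485 nm, emission 520 nm; Benchmarks: control wells and blank wells on each plate.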
* = called active by the depositor; i = inactive; . = no result given.

SMILES	FXIIa inh 1536	hK5 inh	FXIa inh	Thrombin inh	KCC2 mod	TNF necrop inh	L929 necroptosis	Hck Nef HTS	Rad51 HR inh
C=CCNC(=S)Nc1ccc2cn[nH]c2c1	3.8	-4.0	-1.3	3.4	0.0336	1.7	0.7	7.4	11.0
COc1cnc(N(C)C)nc1Sc1ccc(Cl)cc1	-3.6	-5.9	-6.8	-6.0	-0.359	-1.7	0.8	-3.0	1.1
Cc1ccc(CSc2nnc(CC(=O)Nc3ccc(C)cc3)n2C)cc1	10.6	5.0	-19.1	0.0	-2.19	-3.3	-0.2	-2.6	-5.3
CSCC[C@H](NC(=O)OC(C)(C)C)C(=O)N/N=C/c1cccc2nccnc12	7.1	4.3	-7.4	-2.5	0.0682	-1.2	1.5	-5.8	0.6
CC(C)CC(NC(=O)OC(C)(C)C)C(=O)O (stereo not drawn)	10.0	1.1	-2.4	-4.8	0.192	0.8	0.0	7.8	-9.2
O=C(NC1CCCCCC1)C1CCN(S(=O)(=O)N2CCC3(CC2)OCCO3)CC1	-8.0	0.3	-4.4	-4.8	.	-2.9	-0.2	2.6	-2.6
CCOC(=O)/C(C#N)=C/C1=C(N2CCOCC2)C(C)(C)OCC1	4.3	-0.8	1.9	-1.0	-0.583	-0.9	-1.0	-3.4	.
COC(=O)CCCCCNc1ccc(C(=O)OC)cc1N	28.2	2.8	21.1	9.6	-1.65	0.2	0.4	-0.5	-10.8
COC(=O)c1c(C)nc2nonc2c1N	-3.5	-10.8	-4.9	-4.8	-0.987	1.8	1.1	-11.7	11.1
O=C(CO/N=C/c1ccc(OC(F)F)cc1)NC1CCCC1	2.3	.	-1.7	-3.5	-0.523	1.3	1.1	-2.5	.
CCC(=O)Nc1ccc(C(=O)Cn2nc(C(=O)O)c3ccccc3c2=O)cc1	-5.9	-3.1	0.0	-10.7	.	.	.	.	.
CC(C)(C)c1ccc(C(=O)N/C(N)=N/c2nc3ccccc3o2)cc1	14.2	-1.3	1.7	2.0	.	-0.3	-0.7	0.4	-3.8
Cc1cc(NC(=O)c2cnccn2)no1	-3.9	1.1	2.3	3.5	.	1.2	0.9	2.0	5.7
CCOc1cc(CNC(=O)CN2C(=O)c3ccccc3S2(=O)=O)ccc1OC	-2.1	-7.9	6.5	-5.4	-1.32	0.2	2.5	-0.7	0.6
Cc1cccn2c(=O)c(/C=C(\C#N)C(=O)NCc3ccccc3)c(N3CCC(C(N)=O)CC3)nc12	6.5	0.2	2.1	-1.0	-0.266	1.8	0.6	6.3	16.0
O=C(CSc1nnc(-c2ccncc2)n1-c1ccc(Cl)cc1)Nc1ccc(C(=O)O)cc1	0.0	-4.0	-5.1	-11.3	0.124	0.2	1.0	23.0	9.2
O=C(CSc1ccccc1)NCCCc1ccccc1	5.8	-6.0	8.7	-5.5	-1.36	1.1	1.0	18.9	-4.8
Cc1ccc(C)c(-n2nnnc2SCC(=O)c2ccc3c(c2)NC(=O)CO3)c1	4.1	5.0	3.7	3.8	0.082	-4.3	-0.3	9.8	-2.1
COc1cccc(CN(CC(=O)NCC2CCCO2)C(=O)CCC(=O)Nc2cc(C)on2)c1 (stereo not drawn)	-5.3	-25.2	-10.4	2.2	-2.24	-0.2	-0.1	2.0	2.1
O=C(Cn1cc(C(F)(F)F)ccc1=O)Nc1cc(S(=O)(=O)N2CCOCC2)ccc1Cl	7.8	-15.8	3.0	-8.8	1.97	1.8	0.2	7.2	2.6
O=C(O)c1cccc(COc2ccc3c(c2)CCC3)c1	10.1	2.2	3.2	2.2	.	-1.2	0.6	1.1	17.7
Cc1n[nH]c(C)c1CCCOc1ccccc1	4.9	-17.8	5.9	-1.9	.	-0.5	0.0	0.1	3.4
O=C(Nc1nnc(C2CC2)s1)c1cc(S(=O)(=O)N2CCCCC2)ccc1N1CCOCC1	14.1	5.0	3.3	5.6	-0.345	0.8	-0.6	12.9	10.3
O=C(O)c1ccccc1/C=N/NC(=O)c1cc(-c2ccco2)nc2ccccc12	4.7	-2.0	6.3	-1.6	0.0845	-1.6	0.2	71.3*	-26.2
O=C(CSc1ncccn1)Nc1ccc(N2CCOCC2)cc1	10.1	-4.5	-1.7	-0.7	-0.249	1.2	0.3	10.7	0.5
CCN(CC)c1ccc(/C=C/C(=O)C2C(=O)C=C(C)OC2=O)cc1 (stereo not drawn)	1.8	-19.1	-4.4	-0.1	i	-3.9	1.1	-36.9	i
CC1CCCCN1CCNC(=O)CC1Oc2ccccc2NC1=O (stereo not drawn)	16.3	17.4	8.8	-2.7	0.0924	-0.3	0.7	3.1	0.7
Cc1cc(C)c2c(=O)[nH]c(SCC(=O)Nc3ccccc3)nc2n1	-4.7	-2.0	7.7	3.1	-0.568	-2.9	0.1	-0.5	0.9
COc1cccc(C(=O)CSc2nnnn2C)c1	9.0	-18.4	-2.1	-2.2	.	2.4	0.8	0.2	3.1
COCCN1Cc2cccc(C(=O)Nc3cccnc3)c2C1=O	8.5	4.3	5.1	-8.0	-0.0341	0.1	0.7	3.0	.
CCN(CC)S(=O)(=O)c1ccc(NCc2ccccc2)nc1	11.5	-14.9	-2.2	-0.4	.	0.8	3.3	2.4	-1.5
CCOC(=O)C(=CNc1ccc(NC2=NCC(C)(C)S2)cc1)C(=O)OCC	14.6	6.0	5.0	3.7	-2.08	-6.2	-0.7	3.2	-3.4
Cn1c(SCC(=O)NC(=O)NCc2ccco2)nnc1-c1ccccc1	12.3	-8.9	-0.1	-1.2	0.496	-1.3	-0.1	0.1	-9.2
CC(C)c1ccc(NC(=O)C(c2ccccc2)N2CCOCC2)cc1 (stereo not drawn)	14.2	-7.2	3.7	4.8	-0.647	3.2	2.3	0.4	3.5
CCOC(=O)c1c(O)c2c(n(Cc3ccco3)c1=O)CCCC2	12.2	1.0	5.0	3.0	-2.2	-0.9	-1.4	-3.0	4.0
COc1ccc(N=Nc2[nH]c3ccc(C)cc3c2O)cc1	10.9	-13.6	4.3	-7.0	0.575	0.5	0.5	5.1	3.8
CN1C(=O)C2(C(C#N)=C(N)Oc3c2oc(CO)cc3=O)c2ccccc21 (stereo not drawn)	12.6	-13.2	0.3	-11.8	.	-1.6	-0.3	0.3	5.1
O=C(CN1CCN(c2ccc(F)cc2)CC1)Nc1cccc(C(F)(F)F)c1	-0.9	-3.4	-1.7	-7.0	-0.646	-0.9	-0.8	-21.4	16.0
COc1cc(Cl)cc(/C=N/NC(N)=O)c1O	6.4	-12.9	-3.6	-1.9	-0.111	-0.7	-0.3	0.2	24.6
CCc1sc(/C=C(/C#N)C(N)=S)cc1[N+](=O)[O-]	4.4	-4.2	-0.7	-2.8	-1.43	-0.2	0.5	63.2*	-149.4

Whole records, quoted from the list.
COCCN1Cc2cccc(C(=O)Nc3cccnc3)c2C1=O is listed with FXIIa inh 1536 = 8.5; hK5 inh = 4.3; FXIa inh = 5.1; Thrombin inh = -8.0; KCC2 mod = -0.0341; TNF necrop inh = 0.1; L929 necroptosis = 0.7; Hck Nef HTS = 3.0; Rad51 HR inh = .
CCN(CC)c1ccc(/C=C/C(=O)C2C(=O)C=C(C)OC2=O)cc1 (stereo not drawn) is listed with FXIIa inh 1536 = 1.8; hK5 inh = -19.1; FXIa inh = -4.4; Thrombin inh = -0.1; KCC2 mod = i; TNF necrop inh = -3.9; L929 necroptosis = 1.1; Hck Nef HTS = -36.9; Rad51 HR inh = i

(listing goes on)
SMILES	FXIIa inh 1536	hK5 inh	FXIa inh	Thrombin inh	KCC2 mod	TNF necrop inh	L929 necroptosis	Hck Nef HTS	Rad51 HR inh
COc1ccc(CNC(=O)CC2Sc3ccccc3NC2=O)cc1 (stereo not drawn)	11.4	6.9	2.8	-6.3	-0.668	0.1	-0.5	17.2	-5.7
Fc1ccc(NC(=S)NCc2cccnc2)cc1	6.9	0.9	1.4	-3.1	0.0646	-4.8	-0.3	-9.6	-3.9
CN1CCc2c(sc3c2c(=O)n(-c2ccccc2)c2n[nH]c(=S)n32)C1	4.4	-13.7	-0.2	1.2	.	-2.8	-0.2	1.2	-4.7
CCOC(=O)Nc1ccc2c(c1)ncn2C1CCCCC1	-11.4	-5.9	-0.6	-0.7	.	0.6	83.5*	1.3	1.2
S=C(NCc1ccc(Cl)cc1)NC1CCCCC1	9.5	-17.4	4.1	-3.4	-1.07	-0.5	-0.3	7.1	8.7
CC1(C)CN(c2ccccc2)N(C(=O)c2ccc(F)cc2)C1=O	24.7	64.3*	15.3	73.6*	.	-7.0	-0.2	-0.3	0.7
CCN(CCn1cccn1)Cc1nc(Cc2cccc(F)c2)no1	10.9	.	4.4	1.9	.	-0.5	-0.9	2.6	6.0
CCCCOc1ccc(NC(=O)c2cnc(C)cn2)cc1	18.5	3.3	5.3	7.6	-0.407	-6.5	0.7	2.2	-0.9
Cc1ccc(S(=O)(=O)c2c(C)nn(-c3ccccc3)c2OC(=O)c2ccco2)cc1	10.1	-4.3	1.1	-9.5	-0.514	1.2	0.7	1.5	3.3
COc1ccc(-n2cc(-c3ccccc3)[n+]3c2CCCCC3)cc1	8.5	8.9	11.4	-3.7	-0.0431	-2.0	-1.2	17.2	2.7
COc1ccc(CN(C(=O)c2cccc(OC)c2)C2CCS(=O)(=O)C2)cc1 (stereo not drawn)	-0.2	-1.3	0.1	-11.9	0.566	3.3	-0.4	11.5	.
Cc1noc(C)c1S(=O)(=O)Nc1c(C)n(C)n(-c2ccccc2)c1=O	-7.7	5.1	-5.9	-4.1	.	0.7	-0.2	-0.4	8.7
COc1ccc[nH]c1=O	9.0	-19.3	4.8	-7.2	0.0268	0.7	0.2	-0.7	4.4
Cc1cccc(C2CC(c3ccc(F)cc3)Nc3nc(N)nn32)c1 (stereo not drawn)	13.2	-9.8	-1.4	-3.5	1.19	0.0	0.2	7.9	4.9
CCCCC(=O)NC1=NC(=O)C(C)(C)S1	-11.5	3.0	-4.8	-4.5	.	-0.9	-0.1	-0.5	4.4
CCOC(=O)c1sc2cccc(F)c2c1N	-7.7	-4.5	-10.4	-6.4	.	-2.0	-0.2	-0.4	-6.1
COc1ccc2nc(NC(=O)Nc3cccc4ccccc34)sc2c1	2.5	-2.5	0.9	.	-0.0111	1.4	1.6	28.0	0.1
CC1CCCN(Cc2nc3c(c(=O)n(C)c(=O)n3C)n2CCCc2ccccc2)C1 (stereo not drawn)	-11.9	-13.4	0.6	-4.9	-0.226	-0.6	-0.2	-0.5	3.9
Cc1ccc(N2CC(C(=O)Oc3cccc(N4C(=O)CCC4=O)c3)CC2=O)cc1 (stereo not drawn)	-12.3	-1.1	-8.1	-7.8	7.07*	-1.2	0.0	-1.2	10.9
CO/N=C/NC(=O)c1c(OC)ccnc1Oc1cccc(C(F)(F)F)c1	-5.8	4.1	-9.4	-3.0	.	-2.9	-0.3	-0.1	5.7
O=[N+]([O-])c1cc(S(=O)(=O)C(F)(F)F)ccc1Sc1nc2ccccc2[nH]1	10.8	-39.8	-14.5	0.8	-1.12	-11.8	7.8	-1.2	4.4
COCCn1nnnc1CN1CCC(O)(c2cccc(C(F)(F)F)c2)CC1	-5.1	-6.2	-1.1	-3.1	-0.213	2.6	1.6	-2.7	1.4
Cc1ccc(Br)cc1S(=O)(=O)N1CCN(c2ccccc2)CC1	-15.2	-10.6	-4.1	-5.0	-0.345	0.0	0.3	0.8	5.0

Only part of the results is shown (hit frequency here may not be typical).
